procasp3 activ: activators of human procaspase-3. recombinant procaspase-3 D3A, Ac-DEVD-pNA absorbance 405 nm. activation, % at 8.5 µM. 330,000 tested, 0.11% active;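 active means activation above the mean of all tested compounds plus 3 SD, cut at about 21% in these data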;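 further: 0% = DMSO alone and 100% = DMSO wells spiked with extra 5 µM PC-3 D3A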
Target sequence (P42574 whole entry D9A/D28A/D175A): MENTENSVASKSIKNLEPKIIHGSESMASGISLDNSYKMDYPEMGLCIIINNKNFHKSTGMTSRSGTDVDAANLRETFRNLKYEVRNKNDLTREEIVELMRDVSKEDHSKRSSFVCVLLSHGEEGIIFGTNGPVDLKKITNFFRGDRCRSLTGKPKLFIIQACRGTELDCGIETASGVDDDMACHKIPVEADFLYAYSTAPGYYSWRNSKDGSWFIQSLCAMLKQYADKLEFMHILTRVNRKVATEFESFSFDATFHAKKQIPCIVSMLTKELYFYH
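System: Procaspase-3 D3A mutant. Medium: Zinc-free 300 mM NaCl, 50 mM HEPES, 0.01% Triton X-100. Schedule: 1 h preincubation plus 2 h reaction at 25 °C. Measured by: 405 nm absorbance of p-nitroaniline, reads at 0 and 120 min. Read-out: percent activation relative to control range.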
Efflux pump inh: antifungal efflux pump inhibition, Nile Red retention | S. cerevisiae Candida pump triplex | inhibition, % at 10 µM | 330,000 tested, 0.44% active;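 active means plate passing quality check with inhibition over a set limit, or well fluorescence over plate mean plus 4 SD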;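 further: Nile Red retained in pooled yeast measured as flow cytometry median fluorescence; 0% = buffer negative control and 100% = Enniatin B positive control; higher means more Nile Red kept so more efflux inhibition; some compounds called inactive have numbers as strong as hits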
procasp7 counter: counter-screen for procaspase-3 activators: activators of human procaspase-7. P55210. recombinant procaspase-7, Ac-DEVD-pNA absorbance 405 nm; D23A/D198A/D206A triple mutant, cannot self-cleave; scale: DMSO 0, 5 µM enzyme 100. activation, % at 8.5 µM. 330,000 tested, 0.093% active;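 active means percent activation above the screen-wide mean plus 3 SD, cut at about 25% in these data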
Target sequence (P55210 whole entry D23A/D198A/D206A): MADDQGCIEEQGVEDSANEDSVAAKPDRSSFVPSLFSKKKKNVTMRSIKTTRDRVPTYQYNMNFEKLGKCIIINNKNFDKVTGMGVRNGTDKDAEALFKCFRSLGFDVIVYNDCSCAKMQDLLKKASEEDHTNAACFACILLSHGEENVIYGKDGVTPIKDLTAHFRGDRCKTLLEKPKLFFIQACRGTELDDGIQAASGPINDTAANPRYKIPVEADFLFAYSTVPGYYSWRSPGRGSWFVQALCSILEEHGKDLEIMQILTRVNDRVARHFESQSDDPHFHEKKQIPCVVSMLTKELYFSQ
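System: Uncleavable procaspase-7 mutant enzyme; Amount: 2 µM procaspase-7 mutant as dispensed; Schedule: 1 h compound preincubation, 2 h substrate cleavage, 25 °C; Measured by: 405 nm absorbance of p-nitroaniline; Evaluation: percent activation from buffer-corrected 0–120 min absorbance change; Control set: low DMSO alone, high DMSO plus 5 µM PC-7.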
Fh CTSL1 inh: cathepsin L1 inhibition, PFM18AAP counter-screen. recombinant F. hepatica cathepsin L1, Z-Leu-Arg-MCA fluorescence. inhibition, % at 5.96 µM. 300,000 tested, 0.49% active. AID 1906;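 active means inhibition above the mean of all tested compounds plus 3 SD, set per screening campaign, cut at about 17% in these data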;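 further: 0% = plate median of test compound wells and 100% = 1 µM Z-Phe-Ala-diazomethylketone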
JMJD2C inh: human JMJD2C demethylase inhibition; Q9H3R0; GST-JMJD2C(1-420) H3K9me3 demethylation, DELFIA europium; inhibition, % at 2.35 µM; 330,000 tested, 0.069% active;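 active means more than half of a compound's replicate wells show inhibition beyond 50%, single wells judged on their own value; inconclusive means some, but no more than half, of replicates pass 50% inhibition; inactive means no replicate passes 50% inhibition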;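 further: signal counts dimethyl H3K9 product captured on neutravidin plate; 0% = median of DMSO wells and 100% = 0.3 times that DMSO median; strong numbers were not always called active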
PP1 inh: PP1-alpha (human) inhibition in PP5 counter-screen | 320,000 tested, 0.9% active | inhibition, % at 6.7 µM | AID 2235 | purified PP1alpha, OMFP fluorescence | P62136;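 active means inhibition above the mean inhibition of all tested compounds plus 3 SD, computed separately for each screening campaign, cut at about 15% in these data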
TPT1 inhibitor: C. albicans TPT1 enzyme inhibition | recombinant caTPT1, FP RNA substrate dephosphorylation | inhibition, % at 5 µM | 300,000 tested, 0.81% active | AID 1962;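 active means inhibition above the mean of all tested compounds plus 3 SD, set per screening campaign, cut at about 24% in these data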;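 further: plate controls were DMSO alone for no effect and ferristatin control at 100 nM for full effect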
PP5 inh: blocks human protein phosphatase 5 activity | P53041 | purified PP5c, OMFP substrate fluorescence | inhibition, % at 6.7 µM | 320,000 tested, 0.18% active | AID 1987;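 active means inhibition above the campaign's mean inhibition across all tested compounds plus 3 SD, cut at about 9.5% in these data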;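 further: 0% = DMSO only and 100% = 100 µM cantharidin control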
Target sequence (P53041 whole entry, looked up): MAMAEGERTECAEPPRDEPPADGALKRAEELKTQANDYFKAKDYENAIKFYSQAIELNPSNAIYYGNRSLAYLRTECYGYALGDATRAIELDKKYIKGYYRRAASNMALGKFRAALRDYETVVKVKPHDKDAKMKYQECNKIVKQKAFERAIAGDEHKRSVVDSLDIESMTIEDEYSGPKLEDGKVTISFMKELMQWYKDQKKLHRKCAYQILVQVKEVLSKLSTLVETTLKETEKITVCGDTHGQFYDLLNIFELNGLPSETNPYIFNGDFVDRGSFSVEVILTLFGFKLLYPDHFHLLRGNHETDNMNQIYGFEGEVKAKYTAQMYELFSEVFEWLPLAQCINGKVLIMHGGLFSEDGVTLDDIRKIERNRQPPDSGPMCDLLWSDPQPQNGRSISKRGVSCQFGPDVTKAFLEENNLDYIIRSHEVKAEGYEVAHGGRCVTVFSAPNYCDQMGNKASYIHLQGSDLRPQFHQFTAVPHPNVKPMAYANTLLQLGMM
core dimer inh: blocks dimerization of HCV core protein; TR-FRET GST/Flag-core106 dimerization, 1536-well; inhibition, % at 5 µM; 300,000 tested, 0.33% active;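 active means inhibition above the mean of all tested compounds plus 3 SD, set per screening campaign, cut at about 45% in these data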
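Assay system: tagged HCV core106 pair (GST and Flag); medium: KF-containing HEPES buffer, pH 7.45, DTT, CHAPS, BSA; also added: Eu donor and XL665 acceptor anti-tag antibodies; dosing: 5 µM single dose; timing: compound-protein-antibody incubation 4 h at 22.5 °C; signal: TR-FRET 671 and 617 nm emission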
Active calls of the source: *; ? = inconclusive; . = not tested or not shown; & = joins results of further samples.

SMILES	procasp3 activ	Efflux pump inh	procasp7 counter	Fh CTSL1 inh	JMJD2C inh	PP1 inh	TPT1 inhibitor	PP5 inh	core dimer inh
CCn1c(O)c(N=NC(=O)CNC(=O)/C=C/c2ccco2)c2ccccc21	7	0.0	-1	5	-2	-4	-3	3.5	-3
CCOc1ccccc1NC(=O)CN1CCN(Cc2ccccc2)CC1	13	0.0	12	-4	-8	-3	-4	-1.0	-2
O=C(NC1CCCCC1)N(CCN1CCCC1)Cc1cc2cc3c(cc2[nH]c1=O)OCCO3	1	0.0	-1	0	1	3	2	1.0	2
Cc1ccc(CNC(=O)Cn2cc(C(F)(F)F)ccc2=O)cc1	3	0.3	-6	-1	-19	1	3	-1.2	0
NC(=O)NC(Cc1ccccc1)C(=O)NCCCSc1ccccc1 (stereo unspecified)	-3	-0.2	12	-3	-7	0	-2	0.1	-1
CC(NC(=O)c1ccc([N+](=O)[O-])cc1Cl)C1CC2CCC1C2 (stereo unspecified)	13	-0.3	0	1	5	3	-1	-0.7	6
Cc1cccc(C)c1N1CCN(S(=O)(=O)c2ccc(F)cc2)CC1	1	0.2	12	9	0	2	-4	1.7	14
CCC(CO)Oc1cc(NCc2ccccc2C)c2ncn(C(C)C)c2c1 (stereo unspecified)	9	-0.4	-4	.	-3	.	.	.	.
CCOc1cc(C(=O)OCC(=O)NCc2ccco2)cc(OCC)c1OCC	-3	0.0	0	3	11	-4	1	2.5	52*
O=C(Nc1nccs1)C1CCN(S(=O)(=O)c2cccs2)CC1	-1	0.0	-3	-3	1	0	1	-0.9	3
O=C(CN1CCCCCC1)OCCN=C1NS(=O)(=O)c2ccccc21	-1	0.0	8	-1	3	-2	5	2.3	-1
Cc1ccc([N+](=O)[O-])c(OCCCN2CCCCCC2)c1	2	-0.1	11	-2	15	-4	3	-0.1	5
OC1CCCN(CC(O)c2ccccc2)C1 (stereo unspecified)	3	0.0	5	0	-16	-2	-1	1.2	2
S=c1[nH]nc(COc2ccccc2)n1/N=C/c1ccc(Br)s1	-11	0.0	-6	-1	-7	1	-1	0.9	-3
CCOC(=O)c1sc2nc(C)c([N+](=O)[O-])c(COC)c2c1N	4	0.2	-5	-1	5	0	1	4.5	-52
CCn1c(CCNC(=O)c2ccc(C)cc2)n[nH]c1=S	9	0.3	-1	2	9	1	-1	0.7	-4
CCOC(=O)C1CCN(C(=O)COC(=O)c2ccccc2C(=O)c2ccc(Cl)cc2)CC1	-3	0.1	0	5	4	-4	-1	0.4	3
O=c1cc(-c2ccccc2Cl)oc2c(NS(=O)(=O)c3ccccc3OC(F)(F)F)ccc(O)c12	7	-0.2	2	15	1	24*	-1	-0.5	1
CCOC(=O)C1=C(C)N=c2s/c(=C\c3ccc(OC(C)=O)cc3)c(=O)n2C1/C=C/c1ccccc1 (stereo unspecified)	2	0.6	-5	-6	1	7	2	-0.9	32
Oc1ccccc1CN1CCC(C(O)(c2ccccc2)c2ccccc2)CC1	2	0.0	-2	0	0	7	0	2.3	-3
O=C(Nc1ccc(N2CCOCC2)c(Cl)c1)c1cccnc1Cl	3	0.1	4	1	6	-5	1	3.5	8
CCOP(=O)(OCC)C(NC(=O)/C=C/c1ccc(OC)cc1)c1ccccc1 (stereo unspecified)	-8	0.4	-3	-1	3	-7	1	-1.9	7
CCOC(=O)/C=C1\SCC(=O)N1Cc1ccc(Br)cc1	5	-0.1	8	1	-8	3	-2	3.5	8
NC(=O)c1ccc(S(=O)(=O)N2CCSCC2)cc1	6	0.2	2	-2	0	-2	-2	5.1	-6
Cc1cccc(NC(=O)CCc2c(C)nn(-c3ccc(N4CCOCC4)nn3)c2C)c1	-2	-0.1	3	1	2	0	0	1.3	-4
S=c1[nH]nc(Nc2ccc(Cl)cc2)s1	-25	-0.3	-17	-3	2	-2	-8	-0.8	-11
CCOC(=O)C1=NN(C(=O)COc2ccccc2)C(O)(c2ccc(Cl)cc2)C1 (stereo unspecified)	7	0.0	0	-6	2	-1	4	0.8	8
O=C(Nc1ccccc1Cl)N1CCN(C/C=C/c2ccccc2)CC1	8	-0.1	1	-5	-2	0	1	3.5	-11
C=CCn1c2ccccc2c(=O)c2cc(C#Cc3ccsc3)ccc21	4	0.3	-9	3	-2	17*	2	1.7	-30
O=C(CNC(=O)N1CC(=O)Nc2ccccc21)NCc1ccccc1Cl	4	0.1	10	0	?	-6	5	1.6	-3

Complete entries as entered above. Order of screens: procasp3 activ, Efflux pump inh, procasp7 counter, Fh CTSL1 inh, JMJD2C inh, PP1 inh, TPT1 inhibitor, PP5 inh, core dimer inh
CCOC(=O)C1=NN(C(=O)COc2ccccc2)C(O)(c2ccc(Cl)cc2)C1 (stereo unspecified) across the screens: 7, 0.0, 0, -6, 2, -1, 4, 0.8, 8
CCOP(=O)(OCC)C(NC(=O)/C=C/c1ccc(OC)cc1)c1ccccc1 (stereo unspecified) across the screens: -8, 0.4, -3, -1, 3, -7, 1, -1.9, 7
Cc1cccc(NC(=O)CCc2c(C)nn(-c3ccc(N4CCOCC4)nn3)c2C)c1 across the screens: -2, -0.1, 3, 1, 2, 0, 0, 1.3, -4
S=c1[nH]nc(Nc2ccc(Cl)cc2)s1 across the screens: -25, -0.3, -17, -3, 2, -2, -8, -0.8, -11

Further results
SMILES	procasp3 activ	Efflux pump inh	procasp7 counter	Fh CTSL1 inh	JMJD2C inh	PP1 inh	TPT1 inhibitor	PP5 inh	core dimer inh
CCCCNC(=O)C1CCC(CNS(=O)(=O)c2cccc3nsnc23)CC1 (stereo unspecified)	-2	-0.1	-12	9	-25	-9	-1	-2.9	-16
CN(C)C(=O)c1cc(Cl)ccc1Sc1cc(Cl)ccc1Cl	1	0.4	7	0	1	2	-2	3.1	-2
CC(=O)c1cc(-c2ccccc2)n(CCC(=O)NC2CCCCCC2)c1C	-4	-0.2	0	0	-2	5	-2	1.9	-10
CNC(=O)c1ccc(-c2ccccc2)s1	-5	-0.1	-8	1	8	-1	-2	0.7	-11
CCC(CC)c1nnc(NC(=O)[C@@H](NC(=O)c2cccc(C)c2)C(C)C)s1	3	0.0	11	4	0	-2	0	2.1	4
CCCCOC(=O)CCc1c(C)n[nH]c1C	-5	-0.1	7	-4	-5	-3	-2	3.1	-1
Cc1cc(C)c(C)c(S(=O)(=O)N(C)CCc2ccccn2)c1C	12	0.1	2	.	5	.	.	.	.
O=[N+]([O-])c1cc(Cl)ccc1Oc1ccc(-c2nnco2)cc1	-3	0.1	12	-2	-5	-2	-1	1.3	-3
COc1ccc(NC(=S)NCc2cccn2C)cc1	0	-0.1	-4	5	-8	-1	-4	0.3	-2
O=C(CSc1nnnn1C1CCCC1)NCc1cccs1	-6	-0.1	1	1	-9	-9	-3	-2.9	-5
CCc1nnc(NC(=O)[C@@H](NC(=O)c2ccc(OC)cc2)C(C)C)s1	3	-0.1	7	3	1	-3	-1	-2.3	-1
COc1ccccc1NC(=O)/C(C#N)=C/c1cccnc1	-4	0.0	3	3	-5	9	2	0.1	14
O=S(=O)(NC1CCN(S(=O)(=O)c2c(F)cccc2F)C1)c1ccc2c(c1)OCCO2 (stereo unspecified)	1	-0.4	8	.	-6	0	.	1.2	.
CC(C)C(=O)Nc1csc(C(F)(F)F)c1-c1ccccc1	-3	0.2	2	-4	-15	-8	-1	2.4	-1
Cc1ccc(-n2nc3c(c2NC(=O)c2ccc4c(c2)OCO4)CSC3)cc1	1	-0.1	6	-2	.	-2	-5	-0.5	8
COCCNC(=S)N(Cc1cccs1)Cc1cc2cccc(C)c2[nH]c1=O	-3	-0.1	-2	3	-11	-2	1	-0.2	2
O=C(CCNS(=O)(=O)c1c(Cl)cccc1Cl)N1CCCC1	-6	0.2	-10	.	.	-3	.	1.1	.
O=C1C/C(=C\c2c(F)cccc2Cl)N2CCC1CC2	0	0.0	5	-4	9	-2	-1	-0.3	3
CCCCn1c(N)c(N(CC)C(=O)c2cc(OC)cc(OC)c2)c(=O)[nH]c1=O	-1	-0.1	4	7	6	-4	-6	0.4	-2
Cc1ccc(C(=O)NC2CCc3ccccc3C2=O)cc1 (stereo unspecified)	4	0.1	5	-4	-11	-1	-1	0.9	-1
C/C(CC(=O)Nc1cccc(Cl)c1)=N\NC(=O)Cc1ccc(Cl)cc1	6	0.1	-2	1	7	-2	-4	-0.6	0
O=C(CCn1c(=O)c2ccccc2n(Cc2ccccc2)c1=O)NC1CCN(Cc2ccccc2)CC1	0	0.0	4	-3	-2	-4	-1	-0.2	1
CCn1nnc(NC(=S)NC(=O)c2ccc(-c3cccc(Cl)c3)o2)n1	-20	-0.1	-29	3	5	-2	-3	1.3	-2
CN(C)C(CNc1ccc(C(F)(F)F)cn1)c1ccccc1 (stereo unspecified)	0	0.1	2	3	-15	1	-2	1.8	-9
NC(=O)NC(=O)COC(=O)CCSc1ccccc1	3	-0.1	4	-54	2	-3	-4	-0.1	-1
COc1ccc(CN2CCN(C(=O)C3CCN(S(=O)(=O)c4cccs4)CC3)CC2)c(OC)c1OC	-1	0.0	-2	0	-18	1	-1	1.4	0
O=C(CSCc1ccccc1Cl)N1CCN(c2ccccn2)CC1	2	0.0	-2	-7	-13	-1	-1	2.2	3
Cn1c(=O)c2c(nc(CN3CCN(c4ccc(F)cc4)CC3)n2CCN2CCOCC2)n(C)c1=O	6	-0.1	7	-2	8	1	-3	0.6	-3
CC(=O)c1cccc(NC(=O)COC(=O)CCC(=O)c2ccc(F)cc2)c1	0	0.1	2	.	4	.	.	.	.
O=C(CN1C2CCCC1CC(NC(=O)C1CCCCC1)C2)NCc1ccc(F)cc1 (stereo unspecified)	0	0.1	4	-2	5	2	-1	1.4	-2
Cn1c(=O)c2c(nc(SCCN3CCOCC3)n2C)n(C)c1=O	1	0.2	-3	0	2	-11	1	6.2	-11
CCc1[nH]nc2c1C1(CCN(C(=O)OCc3ccccc3)CC1)C(C#N)=C(N)O2	2	-0.4	1	-5	3	2	0	3.4	-6
COc1ccc(C2c3[nH]c4ccccc4c3CCN2CCCn2cccn2)c(F)c1 (stereo unspecified)	-1	0.1	0	4	2	0	0	2.7	0
CCN(CC(=O)Nc1ccc2c(c1)OCCO2)c1ccc(S(=O)(=O)N2CCOCC2)cn1	8	0.0	-2	0	14&9	2	-1	-0.8	1
CC1(C)CC(=O)C(C=NC(CCC(N)=O)C(=O)O)=C(O)C1 (stereo unspecified)	-6	0.0	4	1	10	-1	5	3.5	-1
Cc1oc(-c2ccccc2Cl)nc1CS(=O)CC(=O)NCc1ccccc1Cl (stereo unspecified)	3	0.1	-7	-7	-20	-5	2	-0.1	11
CCOc1ccc(C(O)(c2ccccc2OC)C(CN2CCCC2)c2ccccc2)cc1 (stereo unspecified)	-6	-0.1	-1	-2	-13	-1	0	1.0	9
Cc1ccccc1C(=O)NC(=S)N(C)C1CCCCC1	-7	3.0	10	2	-16	-5	0	2.6	-1
COc1ccc2nc3cc(Cl)ccc3c(C#N)c2c1	2	0.0	-6	19*	-4	2	-15	0.8	5
